12-LOX inh = ALOX12 (human) lipoxygenase inhibition; P18054; purified 12hLO, xylenol orange hydroperoxide absorbance; Potency, µM (highest dose often 108 µM), without a hit: top-dose activity change, negative = inhibition, hits mostly inhibitors; 1.1% of 580,000 active; AID 1671190; active = well fitted inhibition curve with a large enough effect; inconclusive = small, poorly fitted or top-dose-only effect, or another doubt; inactive = no such curve, though single readings can be large or run the other way
Target sequence (P18054 whole entry, looked up): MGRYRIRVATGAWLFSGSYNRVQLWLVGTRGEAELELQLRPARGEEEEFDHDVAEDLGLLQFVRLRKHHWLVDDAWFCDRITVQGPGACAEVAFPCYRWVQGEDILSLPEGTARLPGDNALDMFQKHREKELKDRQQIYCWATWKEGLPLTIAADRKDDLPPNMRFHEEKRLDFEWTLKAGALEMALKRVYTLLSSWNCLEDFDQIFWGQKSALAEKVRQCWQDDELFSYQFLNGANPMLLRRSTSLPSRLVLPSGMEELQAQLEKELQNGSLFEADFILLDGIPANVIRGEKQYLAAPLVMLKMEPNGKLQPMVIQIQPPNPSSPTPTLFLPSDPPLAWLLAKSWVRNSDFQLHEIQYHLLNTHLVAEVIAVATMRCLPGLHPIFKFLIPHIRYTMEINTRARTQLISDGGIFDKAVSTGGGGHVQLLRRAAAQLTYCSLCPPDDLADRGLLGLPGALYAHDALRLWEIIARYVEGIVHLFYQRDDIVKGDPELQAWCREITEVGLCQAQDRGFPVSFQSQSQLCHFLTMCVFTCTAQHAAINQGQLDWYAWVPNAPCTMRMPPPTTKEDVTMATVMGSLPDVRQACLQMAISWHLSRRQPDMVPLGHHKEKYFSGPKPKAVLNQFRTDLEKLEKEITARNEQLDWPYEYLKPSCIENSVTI
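Purified human 12hLO at 150 nM in 25 mM Hepes, 0.01% Triton X-100, pH 7.0, preincubated 15 min at room temperature with compound. Reaction started with 40 uM arachidonic acid, 30 min at room temperature. Hydroperoxide measured by Fe-xylenol orange, 573/405 nm absorbance ratio.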
The depositor's hits bear a star; ? = inconclusive; [ ] = remark or other dose. % is set by controls: 0 for no effect and ±100 for the full control effect; potency is the fitted concentration of half-maximal effect. Some of the compounds tested (hit frequency here may not be typical).

SMILES	12-LOX inh
CC(C)CN1C(=O)c2cccn2CC1CNC(=O)c1cccc(F)c1 (configuration not stated)	36%[activator]
CC(C)CCN1C[C@@H](NC(=O)c2cccnc2)C[C@H]1CO	?
Cn1nccc1C(=O)N1CCC2(CC1)CC(OCC1CC1)CCO2 (configuration not stated)	50%[activator]
O=C(c1cc(COc2ccccc2F)[nH]n1)N1CCOCC1	33%
CCc1nc(-c2c3n(c(=O)n(CC(=O)NC4CCCC4)c2=O)CCCC3)no1	-7%
O=C(CCc1ccc2c(c1)OCO2)N[C@H](c1ccccn1)C1CC(O)C1 (some centres not stated)	24%
CC(=O)NCC(=O)N1Cc2ccccc2CC2(CCN(CC3CCNCC3)CC2)C1	-7%[6.33 µM]
O=C(Cn1nc2c(cc1=O)CCCC2)NCCn1cnc2ccccc2c1=O	38%
O=C(N[C@@H]1C[C@H](Cn2cc(C3CC3)nn2)[C@@H](O)[C@H]1O)c1cncnc1	65%[activator][176 µM]
COCCCNC(=O)C1c2ccccc2C(=O)N(CC(C)C)C12CCCCC2 (configuration not stated)	22%
CN(C)c1ccc(C(=O)N[C@H]2CO[C@H]3[C@@H]2OC[C@@H]3Nc2nccc(-c3cccs3)n2)cc1	15%
COc1ccc(OC)c(S(=O)(=O)Nc2nc3c(s2)C[C@]2(C)CC[C@@H]4[C@H](OC(=O)[C@H]4C)[C@H]2[C@@H]3C)c1	23%
O=[S+]([O-])(c1cccs1)N1CCC2(CC(c3cccnc3)=NO2)C1 (configuration not stated)	2%[6.33 µM]
N#Cc1ccc(S(=O)(=O)N2CCc3n[nH]c(=O)n3CC2)cc1	35%
CN(C)C[C@@H]1CN(C)C[C@H]1NC(=O)c1ccc(Cn2ccnc2)o1	73%[activator]
Cn1cc(-c2cnc3n[nH]c(-c4ccc5c(c4)OCO5)c3n2)cn1	-12%[176 µM]
CC(=O)Oc1c(-c2ccc(NC(=O)C(C)C)cc2)c(-c2ccc(F)cc2)nn1-c1ccc(F)cc1	-7%
CCc1ccccc1NC(=O)Cn1c(N2CCC(C)CC2)nc(C)cc1=O	27%
COc1cc(C)c(CN2CCOc3ccc(C(O)c4cccnc4)cc3C2)cc1C (configuration not stated)	-3%
CC(C)CCN1C(=O)CC[C@]2(C(=O)NCc3cccs3)CCCC[C@@H]12	36%
CC(C)NC(=O)C(NC(=O)c1ccc(F)cc1)C1CCN(C(=O)c2ccccc2F)CC1 (configuration not stated)	41%
O=C(NC1CCCC1)[C@@H]1CCCN1C(=O)[C@@H](NS(=O)(=O)c1ccc(F)cc1F)C1CCCCC1	3%
CCc1ccc(C(=O)N2CCC(n3cnnc3COC)CC2)cc1	35%
Cc1cn2nc(C(=O)NCCCc3ccccc3)cc2c(=O)[nH]1	1%
CN(Cc1cccnc1)C(=O)C1CCCCC(=O)N1C (configuration not stated)	21%
COCc1[nH]nc2c1C(c1ccc3c(c1)OCO3)N(c1ccc(OC)cc1)C2=O (configuration not stated)	1%
CC(=O)NCCNC(=O)C[C@@H]1c2nc(NC(=O)C3CCCCC3)sc2C[C@@H]2[C@](C)(CO)[C@H](O)CC[C@]21C	2%
O=C(c1ccc(F)cc1Cl)N1C[C@@H](CO)[C@H](c2ccncc2)C1	39%[activator]
CC(=O)Nc1cccc(C(=O)N2CCC(n3cc(-c4nc(-c5ccccc5)no4)nn3)C2)c1 (configuration not stated)	2%
C=CCNC(=O)N[C@H]1CCN(C(=O)CSC)[C@@H]1C(=O)N[C@@H](Cc1cccs1)C(N)=O	-1%
CC1(C(=O)NCc2ccncc2)CCCc2cnc(Nc3ccccc3F)nc21 (configuration not stated)	-15%[176 µM]
Cc1ccc(C(c2cccnc2)n2cc(-c3cncnc3)nn2)cc1C (configuration not stated)	38%
COCCN1C(=O)[C@H]2CN(Cc3ccc(OC)c(Br)c3)C[C@H]2C1=O	39%[activator]
Cc1noc(C)c1C(=O)N1CCC2(CC1)NCCc1c2[nH]c2ccccc12	4%
COc1cccn(CC(=O)N(C)CCn2nc(C)cc2C)c1=O	26%
CC1=C[C@@H](CN2CCC(C(N)=O)CC2)[C@H](C(C)C)C[C@H]1Cc1nnc(-c2ccc(C)cc2)o1	9%
CCNC(=O)N1CCC(c2noc(COc3ccc(C)cc3)n2)CC1	-8%
c1cc(CN2CCNc3cc(-c4ccsc4)ncc3C2)ccn1	52%[activator][176 µM]
CS(=O)(=O)N1CC[C@@H]2C(=O)NCCCCCCN(Cc3ccncc3)[C@@H]2C1	90%[activator]
O=C([C@@H]1C[C@H](F)CN1C(=O)c1ccccc1)N1CCOCC1	37%[activator]
O=C(Cc1ccccn1)N1CCC2(CC1)Cc1ccccc1NC2=O	66%[activator][176 µM]
COc1ccc(-c2cc(N3CCCC(NC(=O)c4cccc(F)c4)C3)n[nH]2)cc1 (configuration not stated)	61%[activator]
c1cc(-c2nc(C3CCOC3)nn2Cc2ccc3c(c2)OCO3)[nH]n1 (configuration not stated)	41%[activator]
O=C1NCCCCCCN(C(=O)CCC2CCCC2)[C@H]2CCC[C@@H]12	10%
O=C1CCN(C(=O)c2ccccn2)CCCC(c2nc(-c3ccccc3)no2)CCN1 (configuration not stated)	19%
CN(C)C(=O)C[C@H]1C[C@@H]2c3cc(NC(=O)NC4CCCC4)ccc3O[C@@H]2[C@@H](CO)O1	?
COc1ccc(-c2cc(-c3cccs3)nc3c(C)noc23)cc1OC	?
Cc1cc(C(=O)N2CC3CC(C2)[C@H]2CCCC(=O)N2C3)no1 (some centres not stated)	20%

Arranged by molar mass (low to high): some entries from above
SMILES	12-LOX inh
Cc1cc(C(=O)N2CC3CC(C2)[C@H]2CCCC(=O)N2C3)no1 (some centres not stated)	20%
O=C([C@@H]1C[C@H](F)CN1C(=O)c1ccccc1)N1CCOCC1	37%[activator]
COc1cccn(CC(=O)N(C)CCn2nc(C)cc2C)c1=O	26%
c1cc(CN2CCNc3cc(-c4ccsc4)ncc3C2)ccn1	52%[activator][176 µM]
O=C(Cc1ccccn1)N1CCC2(CC1)Cc1ccccc1NC2=O	66%[activator][176 µM]
c1cc(-c2nc(C3CCOC3)nn2Cc2ccc3c(c2)OCO3)[nH]n1 (configuration not stated)	41%[activator]
Cc1ccc(C(c2cccnc2)n2cc(-c3cncnc3)nn2)cc1C (configuration not stated)	38%
CCNC(=O)N1CCC(c2noc(COc3ccc(C)cc3)n2)CC1	-8%
COc1ccc(-c2cc(-c3cccs3)nc3c(C)noc23)cc1OC	?
Cc1noc(C)c1C(=O)N1CCC2(CC1)NCCc1c2[nH]c2ccccc12	4%
CC1(C(=O)NCc2ccncc2)CCCc2cnc(Nc3ccccc3F)nc21 (configuration not stated)	-15%[176 µM]
COc1ccc(-c2cc(N3CCCC(NC(=O)c4cccc(F)c4)C3)n[nH]2)cc1 (configuration not stated)	61%[activator]
CS(=O)(=O)N1CC[C@@H]2C(=O)NCCCCCCN(Cc3ccncc3)[C@@H]2C1	90%[activator]
COCCN1C(=O)[C@H]2CN(Cc3ccc(OC)c(Br)c3)C[C@H]2C1=O	39%[activator]
O=C1CCN(C(=O)c2ccccn2)CCCC(c2nc(-c3ccccc3)no2)CCN1 (configuration not stated)	19%
CC(=O)Nc1cccc(C(=O)N2CCC(n3cc(-c4nc(-c5ccccc5)no4)nn3)C2)c1 (configuration not stated)	2%
CC1=C[C@@H](CN2CCC(C(N)=O)CC2)[C@H](C(C)C)C[C@H]1Cc1nnc(-c2ccc(C)cc2)o1	9%
C=CCNC(=O)N[C@H]1CCN(C(=O)CSC)[C@@H]1C(=O)N[C@@H](Cc1cccs1)C(N)=O	-1%
CC(=O)NCCNC(=O)C[C@@H]1c2nc(NC(=O)C3CCCCC3)sc2C[C@@H]2[C@](C)(CO)[C@H](O)CC[C@]21C	2%

(further entries)
SMILES	12-LOX inh
O=C1CN(Cc2ccc(-c3ccccc3)cc2)CCN1c1ccc(Cl)nn1	42%[activator]
COc1cccc(CN2C[C@@H]3C(=O)N(CCCN4CCCC4=O)C(=O)[C@@H]3C2)c1	69%[activator]
CO[C@H]1C(=O)N(C2CCN(C(=O)Nc3ccccc3)CC2)[C@H]1c1ccncc1	0%
COCCCNC(=O)c1c(OCC2CC2)cc(=O)n2c1CCOCC2	77%[activator]
Fc1ccc(-c2cc(CC3(NCc4ccc5c(c4)OCO5)COC3)no2)cc1	4%[176 µM]
O=C(NCCc1csc(-c2ncccn2)n1)C1NCCc2[nH]cnc21 (configuration not stated)	103%[activator]
Cc1nc(CN2C(=O)OC3(CCN(C(=O)COc4ccccc4C(N)=O)CC3)C2(C)c2ccccc2)cs1 (configuration not stated)	-25%
COc1ccc(-c2nnc3ccc(N4C[C@@H](C)O[C@@H](C)C4)nn23)nc1	?
CCn1cc(S(=O)(=O)N2CCC3(CC2)CN(C(C)=O)CC3COC)cn1 (configuration not stated)	13%
O=C1NCCOCCN(C(=O)COCc2ccccc2)[C@H]2CCC[C@@H]12	46%[activator]
COc1ccc(OCc2nc(C3CN(C(=O)c4sccc4C)C3)no2)cc1	10%
C[C@H](O)[C@@H]1C(=O)N2CCc3c([nH]c4c(-c5ccccc5)cccc34)[C@@H]2C[C@@H]1N(C)C(=O)c1ccccc1F	6%
COc1cccc(CN(C)Cc2ccccc2C(F)(F)F)c1	56%[activator][176 µM]
COc1cccc(CC(=O)NCC2Cc3cc(Cl)cc(-c4ncccn4)c3O2)c1 (configuration not stated)	-2%
COC(=O)C1=C(C)N(Cc2ccccc2C(F)(F)F)C(=NCc2ccc(C(F)(F)F)cc2)NC1c1ccc(Cl)cc1 (configuration not stated)	?
Cc1cccc(NC(=O)N2CCCC(Cn3c(C4CC4)nc4cccnc43)C2)c1C (configuration not stated)	37%[activator]
Cc1ccc(NC(=O)N2CCCC2c2nncn2C2CCCC2)c(C)c1 (configuration not stated)	-2%
Cc1ccc(-c2cc(N3CCCN(C(=O)c4ccc(N(C)C)cc4)CC3)n[nH]2)cc1C	51%[activator]
O=C(c1ccc(Cl)nc1)N1CCC(c2nn(Cc3ccccc3)c(=O)[nH]2)CC1	?
CC(=O)c1ccc(NC(=O)O[C@@H]2CO[C@H]3[C@@H]2OC[C@@H]3n2nnnc2SCc2ccco2)cc1	7%
COc1ccc(-n2cnc3cccnc32)cc1	36%[176 µM]
CCN(CC)C(=O)C1CCN(C(=O)N2CC3CC(C2)[C@H]2CCCC(=O)N2C3)CC1 (some centres not stated)	4%
O=C(Cc1ccccc1O)N1CCCC(CCc2c(F)cccc2F)C1 (configuration not stated)	-18%
OC1Cc2ccccc2C12CCN(Cc1cn(-c3ccccc3)nn1)CC2 (configuration not stated)	11%
COc1ccc(CC(=O)N2C[C@@H](CO)[C@H](c3ccccn3)C2)cc1OC	7%
O=C(N[C@@H]1c2ccccc2C2(CCN(C(=O)c3cc4ccccc4oc3=O)CC2)[C@H]1O)c1cccnc1	3%
CCC(=O)N1CCCN(S(C)(=O)=O)C(c2ccccc2)CC(=O)NCC1 (configuration not stated)	38%[activator]
Cc1ccc(-c2nc(C3CC(=O)N(c4ccc(F)c(Cl)c4)C3)no2)cc1 (configuration not stated)	20%
CS(=O)(=O)N1CCN(C(=O)C2CCNCC2)C[C@@H]1C(=O)N[C@H](Cc1c[nH]c2ccccc12)C(N)=O	19%
Cc1oc(-c2ccccc2NC(=O)C2CCC2)nc1CNC(=O)c1ccccn1	21%
COCc1nc(C2CCCN(C(=O)c3ccccn3)C2)no1 (configuration not stated)	62%[activator]
COc1ccc(C(=O)C(=O)N2CCN(C(=O)c3cc(C(F)(F)F)cc(C(F)(F)F)c3)CC2)cc1OC	1%
Cc1cccnc1NCCNC(=O)c1cc(S(N)(=O)=O)ccc1F	17%
COc1ccccc1NC(=O)NC[C@H]1O[C@H](Cc2cc(COc3ccccc3)on2)CC[C@@H]1O	?
COc1ccc(NC(=O)N2CC(N(C3CCOCC3)S(C)(=O)=O)C2)c(C)c1	39%
O=C(c1ccccc1)N1CCC[C@H]1c1nc(-c2ccc(F)cc2)no1	-9%
CCOCCOC1CCN(C(=O)Nc2ccc(C(=O)OC)cc2)CC1	51%[activator]
CC(C)Cc1cc(C[C@@H]2C[C@H](NC(=O)C3CCC3)C2(C)C)no1	-7%[176 µM]
CC1=C[C@@H](CNC(=O)c2ccncc2)[C@H](C(C)C)C[C@H]1Cc1nnc(-c2ccncc2)o1	3%[176 µM]
CCN(Cc1ccccc1)C(=O)CC1CCCN(c2cnn(CCOC)c(=O)c2)C1 (configuration not stated)	-5%
O=C1CCCN1c1ccc(Cn2ccn3nc(-c4ccccc4)c(CO)c3c2=O)cc1	13%
COCC(=O)N[C@H]1C[C@H]2C(=O)Nc3ccccc3C(=O)N2C1	77%[activator][176 µM]
Cc1cnc(-c2ccccc2)n1CCNC(=O)C1COc2ccccc2O1 (configuration not stated)	51%[activator]
CC1(c2ccccc2)N(Cc2ccc(O)cc2)C(=O)OC12CCN(C(=O)c1cccnc1)CC2 (configuration not stated)	63%[activator]
Cc1cc(C(=O)NCC(C)C)c2c(C3CCCNC3)noc2n1 (configuration not stated)	12%[6.33 µM]
CC1CCCCN1CCN(C)c1nc(-c2ccncc2)nc2c1cnn2C (configuration not stated)	22%
CN1CCN(c2ccc(-c3cn(C)c(=O)n4cc(CNc5ccccc5)nc34)cn2)CC1	-26%[176 µM]
COCC1(C(=O)N2CCN(C)C3(CCNC(=O)CC3)C2)CCC1 (configuration not stated)	70%[activator]
CN(C)c1cccc(-c2cnc(NC(=O)C3(c4ccccc4)CC3)c3c2CCO3)c1	44%[activator][176 µM]
COC(=O)CN1C(=O)[C@@H]2C[C@@H](O)CN2C2(CN(Cc3ccccn3)C2)C1=O	93%[activator][176 µM]
Cc1nn(-c2ccc(F)cc2)c(Oc2ccc(F)cc2F)c1CCC(=O)NCC1CCCO1 (configuration not stated)	54%[activator]
O=C(NCCc1ccncc1)C1CN(C(=O)c2ccccc2)CC12CCOCC2 (configuration not stated)	1%
COCCc1noc([C@@H]2CN(C(=O)c3cc(C)ccc3C)C[C@H]2CO)n1	20%

High-throughput results from PubChem.
